CXCR6 block: CXCR6 (human) receptor inhibition. CHO-K1 PathHunter CXCR6 beta-arrestin, luminescence. inhibition, % at 20 µM. 360,000 tested, 0.36% active; in the data active = inhibition above about 34%, passing the limit was not always enough;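 also: antagonist mode with CXCL16 agonist at 10 nM final; 0% = 10 nM CXCL16 with DMSO and 100% = unstimulated wells without agonist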
Target sequence (O00574 whole entry, looked up): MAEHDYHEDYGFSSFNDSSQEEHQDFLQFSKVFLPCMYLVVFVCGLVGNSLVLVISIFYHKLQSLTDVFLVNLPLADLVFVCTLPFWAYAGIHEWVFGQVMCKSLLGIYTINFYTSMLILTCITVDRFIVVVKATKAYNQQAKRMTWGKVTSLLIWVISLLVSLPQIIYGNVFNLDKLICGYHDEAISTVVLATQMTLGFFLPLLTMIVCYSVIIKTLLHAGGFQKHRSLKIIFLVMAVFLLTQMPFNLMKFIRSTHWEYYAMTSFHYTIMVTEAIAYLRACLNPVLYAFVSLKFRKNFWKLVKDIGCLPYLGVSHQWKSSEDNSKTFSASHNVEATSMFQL
XBP1 UPR activ: adaptive UPR (XBP1) activation; CHO-XBP1 luciferase reporter, IRE1-XBP1 UPR activation, luminescence; percent of tunicamycin response, DMSO as zero; activation, % at 20 µM; 330,000 tested, 0.33% active; AID 463104;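 active = versus positive control, 20 µM dose yields 30% or more activation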;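 also: 100% = tunicamycin at 10 µg/mL and 0% = DMSO only wells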
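Assay system: CHO-XBP1 luciferase reporter cells; Schedule: 6 h treatment, 37 °C; Detection: glow luminescence from Steady-Glo reagent; Benchmarks: high control tunicamycin 10 µg/mL final, low control DMSO vehicle only.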
CCR6 antag: CCR6 (human) receptor antagonism; P51684; CHO-K1 CCR6 PathHunter beta-arrestin, luminescence, CCL20-stimulated; inhibition, % at 20 µM; 340,000 tested, 0.49% active; AID 493098;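 active = compounds whose inhibition of the agonist-driven luminescence signal at 20 µM reaches about 50%, limit read from the data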;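 also: cells stimulated with CCL20 at 14 nM final; plate controls were DMSO with CCL20 for no effect and DMSO without agonist for full effect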
Target sequence (P51684 whole entry, looked up): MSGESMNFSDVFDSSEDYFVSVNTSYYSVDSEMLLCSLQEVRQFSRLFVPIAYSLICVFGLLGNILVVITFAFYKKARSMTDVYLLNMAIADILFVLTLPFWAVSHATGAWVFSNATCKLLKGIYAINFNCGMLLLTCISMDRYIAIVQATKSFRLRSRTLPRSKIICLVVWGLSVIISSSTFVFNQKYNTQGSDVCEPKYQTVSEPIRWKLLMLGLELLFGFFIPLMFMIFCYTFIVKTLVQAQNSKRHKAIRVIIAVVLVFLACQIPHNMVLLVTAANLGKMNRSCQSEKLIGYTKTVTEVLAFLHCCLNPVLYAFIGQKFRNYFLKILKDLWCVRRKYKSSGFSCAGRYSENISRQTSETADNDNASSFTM
EBI2 block: EBI2 (human) antagonism. P32249. EBI2 beta-arrestin recruitment, luminescence, 7a,25-OHC stimulated. inhibition, % at 5 µM. 360,000 tested, 0.81% active; in the data active = inhibition above about 38%;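 also: enzyme fragment complementation signal reports receptor beta-arrestin coupling in cells; 0% = agonist plus DMSO wells and 100% = wells without agonist; some results beyond the cut were filed as inactive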
Target sequence (P32249 whole entry, looked up, the tested form may be a part): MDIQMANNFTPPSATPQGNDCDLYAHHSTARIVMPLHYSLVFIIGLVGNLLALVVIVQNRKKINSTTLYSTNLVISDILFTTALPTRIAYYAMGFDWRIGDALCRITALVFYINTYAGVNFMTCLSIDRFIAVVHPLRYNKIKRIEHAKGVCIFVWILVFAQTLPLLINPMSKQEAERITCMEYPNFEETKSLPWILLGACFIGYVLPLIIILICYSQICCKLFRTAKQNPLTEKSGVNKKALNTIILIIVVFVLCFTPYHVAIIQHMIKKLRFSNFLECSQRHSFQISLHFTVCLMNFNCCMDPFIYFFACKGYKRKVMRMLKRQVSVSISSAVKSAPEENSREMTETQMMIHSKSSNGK
Jurkat NFkB inh: lowers PMA/ionomycin-induced NF-kB signal in Jurkat cells | PMA/ionomycin-induced NF-kB luciferase reporter, luminescence | inhibition, % at 4 µM | 330,000 tested, 0.53% active; in the data active = inhibition above about 50%
CHOP UPR activ: apoptotic UPR (CHOP) activation. activation, % at 10 µM. CHO-CHOP luciferase reporter, luminescence; percent of tunicamycin response over DMSO baseline. 330,000 tested, 0.34% active;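 active = at 10 µM dose, activation of 40% or more, normalized to positive control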;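 also: 100% = tunicamycin at 10 µg/mL and 0% = DMSO alone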
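Assay system: CHO cells with stable CHOP pathway luciferase reporter; Buffer or medium: F12 plus 10% serum; Times: 16-18 h cell attachment, then 6 h compound exposure, 37 °C; Signal: luciferase luminescence; Read-out basis: percent activation relative to tunicamycin control; Control set: tunicamycin high control, DMSO low control.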
Gli-Sufu block: antagonists of Gli-Sufu signaling. Sufu-KO-LIGHT fibroblasts, Gli luciferase reporter luminescence. 340,000 tested, 0.74% active. inhibition, % at 5 µM. AID 588413;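 active = inhibition above about 55%, limit read from the data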;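 also: 0% = DMSO-treated cells and 100% = wells with medium but no cells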
697 NFkB inh: lowers PMA/ionomycin-induced NF-kB signal in 697 B cells; inhibition, % at 4 µM; 697 B-cell NF-kB luciferase reporter, 16 h; 330,000 tested, 0.33% active; in the data active = inhibition above about 35%
Mdm2 MdmX PPI: disrupts the human Mdm2-MdmX interaction; AID 485346; inhibition, % at 8 µM; O15151+Q00987; SaOS-2 split-luciferase Mdm2/MdmX complementation, luminescence; 330,000 tested, 3% active;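 active = inhibition of at least 50% at 8 µM in the primary screen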
* = called active by the depositor; x = not tested or not shown.

SMILES	CXCR6 block	XBP1 UPR activ	CCR6 antag	EBI2 block	Jurkat NFkB inh	CHOP UPR activ	Gli-Sufu block	697 NFkB inh	Mdm2 MdmX PPI
Cc1ccccc1OCCC(=O)OCC(=O)N1CCN(S(=O)(=O)c2ccc(Cl)cc2)CC1	-8	-3	9	-11	11	0.1	-1	17	13
COc1cc(CNC2CCCC2)c(Br)cc1OC1CCCC1	2	1	14	-5	7	0.0	39	-5	36
Cc1nn(CCCC(=O)NCc2ccc(F)cc2)c(=O)c2nccn12	-4	-2	1	-2	2	3.8	-2	6	-1
O=C(OCC(=O)c1ccc[nH]1)c1ccc(Cl)c(Cl)c1	-1	-1	-1	4	0	2.4	-4	-1	15
O=C(NC12CC3CC(CC(C3)C1)C2)N1CCN(C(=O)C2CCCO2)CC1 (stereo not drawn)	-2	1	5	-6	5	-2.4	-1	3	14
Cc1nc2c(C)cccc2cc1C(=O)N/N=C/c1cccnc1	-2	-2	11	0	-3	-0.2	8	3	-6
CCC(CO)NC1=C([N+](=O)[O-])C(=O)CC(C)(C)C1 (stereo not drawn)	5	1	8	-4	-4	0.5	-4	18	13
COc1ccccc1NC(=O)CN(c1ccc(C)cc1)S(=O)(=O)c1c(C)n[nH]c1C	0	1	-15	6	-3	2.8	56*	-6	-5
CC(NC(=O)c1cc(S(=O)(=O)N2CCCC2)cn1C)c1ccccc1 (stereo not drawn)	-3	-4	-8	-3	7	-0.3	-2	-2	2
CCc1ccccc1NC(=O)c1cccc(N2C(=O)C3C4CCC(C4)C3C2=O)c1 (stereo not drawn)	4	1	-8	-2	3	-0.5	-18	28	-7
COC(=O)c1ccc(N2CCc3ccccc32)c([N+](=O)[O-])c1	20	-1	30	4	-10	-1.8	7	8	-6
O=C(NCc1cccs1)c1ccc(CS(=O)(=O)c2ccc(Cl)cc2)o1	6	1	5	-6	9	0.6	3	-3	1
CCOC(=O)N1CCN(c2c(NCc3ccc(Cl)cc3)c(=O)c2=O)CC1	-2	0	-1	5	50	4.6	-10	-25	50
O=C(CSc1nnc(-c2cccs2)o1)Nc1cccc(S(=O)(=O)N2CCCCC2)c1	-1	-1	9	-2	0	0.8	4	-1	12
CCC(=O)c1cc2c(cc1NC(=O)c1ccc(C)cc1)OCCO2	5	4	8	11	-4	3.1	-4	-6	1
C#Cc1cccc(-n2nnc(C(C)=O)c2C)c1	-4	-1	11	7	0	-0.9	-6	2	-4
C=CCN(c1ccccc1OC)S(=O)(=O)c1cccc(C(=O)OCC(=O)c2c(N)n(C)c(=O)n(C)c2=O)c1	-20	x	16	14	x	x	32	x	x
CN(Cc1ccccc1)C(=S)NC(=O)c1cccs1	9	3	22	-21	-9	1.1	0	-5	17
O=C(NCCc1ccc(F)cc1)Nc1ccccc1Cl	0	-3	3	9	1	1.9	-5	9	26
CC(=NNC(=O)c1cccc(S(=O)(=O)N2CCOCC2)c1)c1ccccc1	3	3	6	-21	-8	4.2	-14	5	-2
N=c1ccn(Cc2cccc(Cl)c2)cc1	-2	1	-12	-9	20	1.2	24	29	24
O=C(NCc1ccccc1)C1=C[C@H](c2ccc(C(F)(F)F)cc2)C[C@H](OCCCCO)O1	4	-2	24	14	16	0.3	-2	-12	12
Cc1ccccc1C(=NCCCN(C)C)c1ccccc1C	0	-1	8	-2	-16	-0.1	13	-3	6
COC(=O)c1ccccc1NC(=O)C12CCC(C)(C(=O)O1)C2(C)C (stereo not drawn)	-9	0	-16	14	10	0.6	1	-9	-3
CCCNC(=O)c1ccc(Cl)cc1Cl	-6	-3	-8	-21	7	1.3	8	8	-3
COCC[N+]1(C)CCCCC1	1	-1	5	3	-10	-0.6	3	13	19
CN(Cc1cccnc1)C(=O)CC1C(=O)NCCN1CC(c1ccccc1)c1ccccc1 (stereo not drawn)	0	1	-2	-1	-13	-1.7	2	-29	-11
C/C(=N\NC(=O)c1cc(-c2cccnc2)nc2ccccc12)c1ccccc1O	12	2	14	6	23	2.3	34	-31	63*
O=C(CCCc1nc2ccccc2s1)NCc1ccc(F)cc1	-2	-3	8	14	-4	-0.8	3	18	8
CC(C)S(=O)(=O)N1CCN(c2ccnc3cc(Cl)ccc23)CC1	-2	-3	10	-1	5	-0.5	22	8	-2
NS(=O)(=O)c1cc(C(=O)N2CCNC(=O)C2)ccc1Cl	2	19	13	-2	-17	0.8	-22	-8	10
COc1cc(C)c2c(c1C=O)Oc1c(c(C)c(O)c3c1C(O)OC3=O)OC2=O (stereo not drawn)	3	0	2	9	7	-1.0	0	-13	-28
CN1C(=S)SC2CS(=O)(=O)CC21 (stereo not drawn)	1	1	3	-4	8	0.7	-2	-8	-38
CSc1n[nH]c2nc3c(c(=O)n12)C1(CCCCC1)Cc1ccccc1-3	1	1	4	-11	7	1.7	26	-8	13
Cc1ccc(CN2CCN(CCCc3ccccc3)CC2CCO)cc1 (stereo not drawn)	-2	0	0	-4	6	0.8	1	24	7
CCOc1ccccc1Nc1nnc(SCc2ccc(C(=O)OC)o2)s1	-8	2	15	-4	-1	-0.9	4	-5	25
O=C(O)C1CCN(C(=O)CCc2ccccc2)CC1	6	-2	4	8	-5	0.6	3	-1	5
CCCCN(C(=O)CN1C(=O)C2CC=CCC2C1=O)c1c(N)n(CCC)c(=O)[nH]c1=O (stereo not drawn)	-9	0	-6	-2	-12	-1.6	4	-17	12
COc1cccc(NC(=O)CN(C)CC(=O)NCc2ccco2)c1	-2	-1	16	-12	-3	-1.0	2	5	9
Cc1occc1-c1n[nH]c(=S)n1CC(C)C	-5	1	-20	-16	10	-2.0	1	29	-28
O=C(Nc1cccc(C(F)(F)F)c1)c1cc(-c2cccs2)on1	4	0	-1	16	0	2.4	3	15	-16
Cc1cccc(C)c1NC(=O)c1cc(S(=O)(=O)N2CCc3ccccc32)cn1C	-7	-4	13	2	0	0.2	13	5	24
C=C(C)CNC(=O)CCc1nnc(C2(c3ccc(Cl)cc3)CCC2)o1	3	3	3	-1	-33	3.3	-12	-52	-43
O=C(O)CCC(=O)Nc1ccc(Br)c(Cl)c1	-13	4	7	-2	-2	-1.3	5	-1	12
CCc1ccccc1NC1=CC(=O)CC(C)(C)C1	6	-1	7	2	10	0.0	7	2	8
Cc1csc(NC(=O)CSCC(=O)O)c1-c1nc2ccccc2s1	-4	1	10	8	-5	-0.6	-10	12	-19
O=C(NC1CCN(S(=O)(=O)c2ccccc2)CC1)C1CCCCC1	4	0	15	-4	15	0.8	4	18	5
COc1ccccc1OCCCn1c(=O)oc2ccc(C)cc21	0	1	14	25	-17	1.0	2	-23	10
CC(=O)Nc1cccc(Oc2cc(C#N)c(C#N)cc2N2CCOCC2)c1	-2	1	-7	-2	-3	-1.3	-13	-50	-24
CCC(c1nc2ccccc2c(=O)n1-c1cccnc1)N1C(=O)c2ccccc2C1=O (stereo not drawn)	-5	-4	12	-18	18	-1.4	1	17	1
CCN(Cc1ccccc1)C(=O)CCS(=O)(=O)c1cc2c(cc1Cl)NC(=O)CO2	2	1	8	3	6	-3.0	0	-10	-10
CCCCCCN(C(=O)CCCCCN1C(=O)NC(c2ccc(-c3ccccc3)cc2)C(C(=O)OCc2ccccc2)=C1C)C(C(=O)NCCCC)c1ccccn1 (stereo not drawn)	x	8	x	x	10	11	x	-16	11
COc1ccc2c(c1)O[C@H](c1ccc3c(c1)OCO3)[C@@H](OC(=O)N[C@H]1CCCc3ccccc31)C2=O	x	1	7	x	-16	-1.0	3	-11	3
COc1ccc(CCNC(=O)C2CC(c3c(Cl)cccc3Cl)=NO2)cc1 (stereo not drawn)	3	-1	17	38	-7	0.1	10	1	3
CC(=O)c1cccc(N2Cc3ccccc3C2=NC(=O)CCl)c1	1	-2	12	4	-16	3.6	-3	13	-3
CN(C(=O)COC(=O)c1ccc[nH]c1=O)C1CCCCC1	0	1	2	-11	-2	0.3	0	14	3
CCOC(=O)C1=C(C)N(C)C(=S)NC1c1ccc(Cl)cc1Cl (stereo not drawn)	4	-3	30	5	6	1.2	-1	10	-7
CCNc1nc(NC(C)CC)nc(ON=C(C)C)n1 (stereo not drawn)	22	-1	10	-7	-1	0.1	22	16	29
Cc1ccc2c(c1)c1c(n2CC(O)CN2CCC(C)CC2)CCCC1 (stereo not drawn)	-11	6	-13	4	4	1.0	19	11	43
CCOc1ccc2ccccc2c1C(=O)N1CCN(c2ccccc2)CC1	4	1	10	9	68*	1.0	6	-11	58*

3 of the compounds above, with two lines to a compound.
The line under a structure holds: CXCR6 block | XBP1 UPR activ | CCR6 antag | EBI2 block | Jurkat NFkB inh | CHOP UPR activ | Gli-Sufu block | 697 NFkB inh | Mdm2 MdmX PPI
- O=C(Nc1cccc(C(F)(F)F)c1)c1cc(-c2cccs2)on1
    4 | 0 | -1 | 16 | 0 | 2.4 | 3 | 15 | -16
- CCC(c1nc2ccccc2c(=O)n1-c1cccnc1)N1C(=O)c2ccccc2C1=O (stereo not drawn)
    -5 | -4 | 12 | -18 | 18 | -1.4 | 1 | 17 | 1
- CCOC(=O)C1=C(C)N(C)C(=S)NC1c1ccc(Cl)cc1Cl (stereo not drawn)
    4 | -3 | 30 | 5 | 6 | 1.2 | -1 | 10 | -7

One compound at a time, from the list above:
COc1ccc2c(c1)O[C@H](c1ccc3c(c1)OCO3)[C@@H](OC(=O)N[C@H]1CCCc3ccccc31)C2=O is listed as CXCR6 block: x; XBP1 UPR activ: 1; CCR6 antag: 7; EBI2 block: x; Jurkat NFkB inh: -16; CHOP UPR activ: -1.0; Gli-Sufu block: 3; 697 NFkB inh: -11; Mdm2 MdmX PPI: 3
CC(=O)c1cccc(N2Cc3ccccc3C2=NC(=O)CCl)c1 is listed as CXCR6 block: 1; XBP1 UPR activ: -2; CCR6 antag: 12; EBI2 block: 4; Jurkat NFkB inh: -16; CHOP UPR activ: 3.6; Gli-Sufu block: -3; 697 NFkB inh: 13; Mdm2 MdmX PPI: -3

(cont.)
SMILES	CXCR6 block	XBP1 UPR activ	CCR6 antag	EBI2 block	Jurkat NFkB inh	CHOP UPR activ	Gli-Sufu block	697 NFkB inh	Mdm2 MdmX PPI
O=C(O)C1CCC(CNCc2ccncc2)CC1 (stereo not drawn)	8	-1	10	-7	-1	-1.1	9	2	-7
CCOC(=O)C1CCCN(S(=O)(=O)c2ccc(Cl)nc2)C1 (stereo not drawn)	5	-2	3	-5	2	-2.0	-3	17	2
COC(=O)c1ccccc1NC(=O)c1cc[n+](C)cc1	-19	-2	4	-24	4	1.7	-11	3	-25
Cc1cccc(C(=O)Nc2nnc(COc3ccccc3)s2)c1	2	4	-15	8	11	1.9	-5	2	33
O=C(O)CN1C(=O)N/C(=C\c2cccn2-c2ccc(P(=O)(O)O)cc2)C1=O	5	-1	3	-14	18	0.5	-8	-5	7
COc1ccc(CN2C(=O)C(Cc3ccccc3)Nc3ncnc(N4CCN(c5ccccc5)CC4)c32)cc1 (stereo not drawn)	70*	6	80*	44*	6	0.4	7	5	1
COc1ccc2nc(NC(=O)C3CCCN(S(=O)(=O)c4cccs4)C3)sc2c1 (stereo not drawn)	-3	-4	-5	13	-2	-1.2	9	2	36
COCCN1Cc2cccc(C(=O)Nc3ccc(S(=O)(=O)N4CCCCCC4)cc3)c2C1=O	13	2	9	1	-5	-0.5	0	0	14
Cc1ccc(NC(=O)CSc2nc3[nH]ncc3c(=O)[nH]2)c(C)c1	-2	-2	2	-2	-9	-3.5	-3	7	9
COC(=O)C(CC(=O)c1ccc(Br)cc1)n1cccn1 (stereo not drawn)	10	-1	13	3	-1	5.1	-10	-7	21
COCCNC(=S)N1CCN(Cc2ccc3c(c2)OCO3)CC1	-4	-5	2	6	0	-0.1	-3	1	-6
